HTR1E agonist = agonists of human 5-HT1E serotonin receptor. P28566. CHO 5-HT1E Ga15 NFAT-bla reporter, FRET; 0% DMSO wells, 100% control agonist wells. activation, % at 6 µM. actives 0.69% (n = 65,000);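 active = activation above a set limit, the screen-wide mean activation plus 3 SD, cut at about 8.5% in these data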;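 also: 100% = positive control agonist at 1 µM giving full maximal response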
S1P3 agonist = agonists of human S1P3 receptor; S1P3 NFAT-BLA reporter cells, agonism, FRET ratio; relative to 1 µM S1P, basal subtracted; activation, % at 4.5 µM; actives 0.1% (n = 60,000);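 active = activation above the screen-wide mean plus 3 SD, cut at about 4.5% in these data, passing the limit was not always enough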; also: some compounds called inactive have numbers as strong as hits
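Material: Human S1P3 NFAT-BLA reporter CHO cells | Incubation: Overnight plating, 4 h compound 37 °C, 2 h substrate RT | Signal: FRET β-lactamase substrate fluorescence, excitation 405 nm, 460/535 nm emission ratio, background-subtracted | Compound: 4.5 µM final, single dose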
SF-1 act = activators of human nuclear receptor SF-1 | activation, % at 10 µM | AID 522 | Q13285 | CHO-K1 Gal4-SF-1 LBD luciferase reporter; % increase over DMSO SF-1-specific signal | actives 1.9% (n = 65,000);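 active = activation above the mean activation of all tested compounds plus 3 SD, cut at about 50% in these data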
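Material: Gal4–SF-1 LBD one-hybrid luciferase reporter in CHO-K1 cells | Amount: 4,000 cells per well | Compound dosing: 10 µM single point, 1% DMSO | Schedule: 20 h compound treatment, 37 °C | Measured by: SteadyLite luciferase luminescence | Evaluation: Percent activation versus DMSO | Control set: DMSO-treated SF-1-transfected cells as negative, DMSO-treated mock-transfected cells lacking SF-1 as background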
S1P1 ag-PAM = activates or potentiates agonism at human S1P1 receptor; activation, % at 9.5 µM; AID 449; S1P1 CRE-bla cells, forskolin, beta-lactamase FRET, potentiator mode; S1P1 agonist co-added at EC20, 2 nM; 100% = saturating reference agonist, 0% = basal; P21453; actives 0.57% (n = 56,000);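 active = activation above a cutoff set at the mean activation of all tested compounds plus 3 SD, cut at about 54% in these data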;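 also: forskolin at 4 µM as EC80 and the EC20 agonist is SEW2871; 100% = SEW2871 at its EC100 plus forskolin at EC80; some compounds past the cut are filed as inactive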
HTR1E antagonist = blocks the human 5-HT1E serotonin receptor. CHO 5-HT1E Ga15 NFAT-bla reporter, FRET, antagonist. inhibition, % at 6 µM. actives 0.99% (n = 65,000);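 active = inhibition above a set limit, the mean inhibition across every tested compound plus 3 SD, cut at about 29% in these data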;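 also: signal is the 460 over 535 nm emission ratio of beta-lactamase substrate; 0% = agonist plus DMSO wells and 100% = wells without agonist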
5HT1a antag = blocks the human serotonin 5-HT1a receptor. P08908. CHO 5-HT1a Ga15 NFAT-bla reporter, antagonist mode. inhibition, % at 10 µM. actives 0.68% (n = 62,000);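 active = inhibition above the mean of all tested compounds plus 3 SD, cut at about 43% in these data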;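 also: receptor stimulated by 5-CT agonist at 100 nM near EC80; beta-lactamase reporter measured by ratiometric fluorescence of a cleavable substrate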
Target sequence (P08908 whole entry, looked up): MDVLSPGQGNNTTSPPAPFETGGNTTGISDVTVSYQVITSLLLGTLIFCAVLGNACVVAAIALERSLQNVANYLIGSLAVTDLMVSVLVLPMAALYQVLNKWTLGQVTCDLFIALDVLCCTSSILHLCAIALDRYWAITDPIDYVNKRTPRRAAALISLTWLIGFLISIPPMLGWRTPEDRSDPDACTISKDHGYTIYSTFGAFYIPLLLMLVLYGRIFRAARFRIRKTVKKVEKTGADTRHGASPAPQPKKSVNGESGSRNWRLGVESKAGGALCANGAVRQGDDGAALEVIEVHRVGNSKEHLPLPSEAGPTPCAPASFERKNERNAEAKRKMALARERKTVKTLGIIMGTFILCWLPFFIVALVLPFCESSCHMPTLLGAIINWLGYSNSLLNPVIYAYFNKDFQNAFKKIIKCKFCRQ
tolC growth inh = E. coli tolC mutant growth inhibition. E. coli BW25113 tolC mutant growth, OD615. growth inhibition, % at 10 µM (by protocol). actives 2.2% (n = 65,000). AID 573;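 active = growth inhibition at or above a cutoff equal to the mean over every tested compound plus 3 SD, cut at about 60% in these data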;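 also: growth measured after 20 h incubation at 37 °C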
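Test system: E. coli BW25113 ΔtolC::kan bacteria | Medium: Kanamycin-containing LB broth (50 µg/mL) | Dosing: One dose of 10 µM final | Times: 20 h incubation with compound, 37 °C | Detection: Optical density read at 615 nm | Read-out basis: Percent growth inhibition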
AP ELISA ortho = orthogonal test for alternative complement pathway inhibitors. AID 1235. actives 0.08% (n = 62,000). Human serum alternative complement pathway, LPS-coated ELISA, C3 deposition; tested in compound mixtures. inhibition, % at 5 µM;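 active = inhibition above 30% in each of the two pooled mixtures holding the compound, so the lower value exceeds 30%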;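 also: 0% = serum in Mg-EGTA without compound and 100% = EDTA serum blank; some compounds past the cut are filed as inactive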
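Test system: human serum alternative complement pathway, C3 deposition on LPS-coated wells; also added: Plate-bound LPS; doses: 5 µM per compound in ten-compound mixtures; schedule: 1 h at 37 °C; detection: Anti-C3 ELISA, OD 450 nm; evaluation: percent inhibition of C3 deposition onto LPS; repeats: two pool placements per compound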
RORA act = activates the human nuclear receptor RORA. P35398. CHO-K1 Gal4-RORA LBD luciferase reporter, luminescence; percent increase over mock-subtracted basal signal. activation, % at 10 µM. actives 1.5% (n = 65,000);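 active = activation above the mean of all tested compounds plus 3 SD, cut at about 49% in these data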;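 also: 0% = DMSO-treated RORA cells and 100% = added signal equal to DMSO minus mock-transfected cells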
Target sequence (P35398 whole entry, looked up, the tested form may be a part): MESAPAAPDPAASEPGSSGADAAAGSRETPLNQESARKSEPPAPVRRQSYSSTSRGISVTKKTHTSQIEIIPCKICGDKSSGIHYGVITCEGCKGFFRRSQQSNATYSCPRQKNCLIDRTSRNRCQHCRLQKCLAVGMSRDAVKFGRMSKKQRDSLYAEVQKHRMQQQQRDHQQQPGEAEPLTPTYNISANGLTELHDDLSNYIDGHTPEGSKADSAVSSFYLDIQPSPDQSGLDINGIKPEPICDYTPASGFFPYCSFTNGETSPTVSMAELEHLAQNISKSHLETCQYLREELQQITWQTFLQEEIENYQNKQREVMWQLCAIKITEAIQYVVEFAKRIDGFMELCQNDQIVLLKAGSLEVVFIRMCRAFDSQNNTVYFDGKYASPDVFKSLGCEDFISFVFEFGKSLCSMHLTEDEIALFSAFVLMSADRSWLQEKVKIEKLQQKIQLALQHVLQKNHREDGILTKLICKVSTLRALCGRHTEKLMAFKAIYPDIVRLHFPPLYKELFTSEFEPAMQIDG
An asterisk follows results filed as active; / = no result given.

SMILES	HTR1E agonist	S1P3 agonist	SF-1 act	S1P1 ag-PAM	HTR1E antagonist	5HT1a antag	tolC growth inh	AP ELISA ortho	RORA act
N#Cc1cccc(NC(=O)N2CCC(c3nc4c(nnn4Cc4cccc(Cl)c4)c(=O)[nH]3)CC2)c1	1.5	-0.3	-7	12	5	-15	-9	2	-23
CCOC(=O)N1CCC(N2CC34C=CC(O3)C(C(=O)Nc3ccc(F)cc3)C4C2=O)CC1 (centres undefined)	0.8	0.3	-5	-28	3	-1	-15	22	-9
CCC(=O)N1CCN=C1SCc1ccc(Cl)cc1	-0.5	-1.2	-6	10	14	-2	-22	16	10
CCCCNC(=O)CN1CCC2(O)CCCCC2C1c1ccccc1OC (centres undefined)	-0.1	-0.5	15	-2	7	17	-4	1	-3
CC1(C)CC(=O)C(=CN2CCN(C(=O)c3ccco3)CC2)C(=O)C1	-0.3	0.7	-3	-18	10	2	3	4	5
CCOC(=O)C(Cc1ccccc1)C(=O)Nc1nccs1 (centres undefined)	-1.0	0.4	3	6	-10	-8	-1	6	-26
O=S(=O)(c1ccc(Cl)s1)N1CCN(Cc2ccccc2)CC1	-0.6	-1.0	0	-24	-6	-12	58	/	-3
Cc1cc(Nc2cccc(F)c2)nc(-c2ccccc2O)n1	0.0	0.8	-9	3	31*	37	-15	7	1
CCn1ccnc1C(O)c1ccc(N(C)C)cc1 (centres undefined)	-0.2	-0.1	3	-20	-6	-5	-31	7	26
COc1cccc(N2CCN(C3CC(=O)N(c4ccc(Cl)c(Cl)c4)C3=O)CC2)c1 (centres undefined)	0.3	0.8	-4	-12	-1	-7	7	7	8
CCOc1ccccc1C1NC(=O)NC(C)=C1C(=O)OC1CCCC1C (centres undefined)	-1.1	0.3	-8	-22	-2	-4	42	6	-6
Cc1ccc2nc3c(cc2c1)CN(Cc1ccco1)C(=NCC1CCCO1)S3 (centres undefined)	0.7	-1.5	-37	-22	-9	18	18	2	-1
COc1ccc(-c2nnc(-c3ccc(N(C)C)cc3)o2)cc1	0.9	-0.5	47	/	-9	-14	-7	28	2
COc1ccc(C2CC(c3ccc(Cl)cc3Cl)n3nc(N)nc3N2)cc1 (centres undefined)	1.8	-0.2	4	2	3	13	27	6	6
CCN(C(=O)C1CCCCC1)c1nnc(-c2cccnc2)s1	0.3	-0.3	3	99*	3	3	7	-3	-18
CCCNC(=O)Cn1cnc2sc(C(=O)N3CCN(CCC)CC3)c(C)c2c1=O	-0.3	-0.2	-8	2	-5	-6	-15	8	2
c1ccc(C2=Nn3c(nnc3-c3ccccn3)SC2)cc1	-0.5	0.7	12	-4	4	/	18	/	-3
O=C1C2C3C=CC(C3)C2C(=O)N1c1ccc(-c2nc3ccccc3o2)cc1 (centres undefined)	0.5	0.0	41	-28	-6	-10	-4	10	73*
CCCCCCC(C)n1[nH]c(=O)c2c(C)cc(=O)[nH]c21 (centres undefined)	0.6	-1.0	-28	2	-8	4	-8	-9	-16
COc1cccc(OCC(=O)NC2CCCCC2)c1	-0.1	0.0	-18	-12	1	8	-14	13	6
CN(C(=O)c1c(Cl)nc2sccn12)C1CCCCC1	1.5	/	-5	/	-4	2	9	-4	-4
COc1cccc(OC)c1OCC(O)CN1CCN(c2ccccc2)CC1 (centres undefined)	1.5	0.0	-6	-18	-1	45*	-2	10	-7
C#CC(C)(C)NC(=O)CSc1nc2c(c(=O)n(C)c(=O)n2C)n1CCCC	0.1	0.1	-9	-18	0	1	-5	16	5
COc1ccc2c(c1)CCc1c(C(=O)NCCCn3ccnc3)noc1-2	-0.5	-0.3	6	-17	2	-9	24	16	4
CCC(CC)C(=O)NCCNC(=O)C(CC)CC	-1.8	-1.7	-7	-6	4	18	-2	14	7
Cc1nccn1-c1ncnc2sc3c(c12)CCCC3	-0.1	-0.6	3	/	1	1	-20	7	-2
CCN(CC)CCCN1C(=O)C(O)=C(C(C)=O)C1c1ccc(OC)cc1OC (centres undefined)	0.5	-1.7	-28	-25	10	-3	10	-2	27
CCOc1ccc2nc(SCC(=O)Nc3ncccn3)[nH]c2c1	-0.2	-0.9	-14	-10	-5	/	4	2	2
Cc1nn(-c2ccc(F)cc2)c(C)c1NS(=O)(=O)c1ccc(Cl)cc1	0.3	0.6	-20	8	-3	-1	28	-2	-14
O=C1NC(=O)C2(CCC(C(=O)O)C2)N1 (centres undefined)	-0.7	-0.5	-3	0	-3	-4	-9	17	13
CCS(=O)(=O)N1CCN(C(=O)c2cccc(OC)c2)CC1	-0.1	/	-3	/	-4	7	-12	18	1
CCOc1cccc(OCCOCCN2CCCC2)c1	0.0	-0.6	-2	-12	-1	2	-12	7	-11
CC(=O)Nc1ccc(S(=O)(=O)CCC#N)cc1	0.2	0.3	-16	3	-11	-5	-21	14	-1
COc1ccc(C(=O)N2CCCC2)cc1	-0.5	-2.2	-25	-20	-9	3	-4	14	14
O=C(CCCc1c[nH]c2ccccc12)N1CCCCCC1	0.1	-0.7	7	4	-6	-28	/	15	29
COc1cc(OC)c(NC(=O)Cn2cccc2)cc1Cl	-1.2	-0.7	-3	-6	1	4	5	6	-16
O=C(O)CCCC(=O)N(Cc1ccccc1)Cc1ccccc1	1.0	-0.9	6	-3	-10	-5	-10	2	9
O=C(CSc1nnc(-c2ccco2)o1)NC1CC2CCC1C2 (centres undefined)	-1.2	-0.8	11	/	3	13	4	7	-2
O=C(NCc1ccco1)c1sc(=S)n2c1[nH]c(=O)c1ccccc12	0.0	/	0	/	4	2	100*	15	-4
Cc1ccc(-c2cc(C(=O)N3CCCC3)no2)cc1	0.9	-0.2	-51	-9	-1	-11	7	14	-51
COc1ccc(NC(=O)Cn2nnc(-c3ccc(CN4CCOCC4)cc3)n2)c(OC)c1	0.0	-0.8	-14	-3	4	11	3	13	-1
CC1Cc2ccccc2N1C(=O)c1ccc2c(c1)nnn2C (centres undefined)	-0.2	-0.4	2	11	14	-11	7	8	6
Cc1oc2nc(SCC(=O)NCc3cccnc3)nc(N)c2c1C	-1.5	-1.3	-13	15	9	5	-8	17	-73
CC(C)(C)c1nnc2sc(SCC(=O)N3CCCc4ccccc43)nn2c1=O	0.1	-0.3	-7	5	3	0	35	13	-24
Cc1ccccc1OCCCCCn1ccnc1	-0.3	-1.0	-7	-10	4	-16	19	8	-16
CC(C)C1CC(=O)NC(SCC(=O)Nc2ccc(Br)cc2)=C1C#N (centres undefined)	0.5	-0.1	7	26	-8	-13	-19	-28	24
CN1CCc2c(C#N)c(N3CCCCC3)nc(NCc3ccccc3)c2C1	0.3	-0.6	2	-31	-10	/	7	/	-2
O=C(COc1ccc(-c2nnco2)cc1)N1CCN(S(=O)(=O)c2ccc3ccccc3c2)CC1	1.1	-0.3	2	22	-4	7	12	-13	9
CC1(C)NC(=O)N(CC(O)COc2ccc(N3C(=O)c4ccccc4C3=O)cc2)C1=O (centres undefined)	-1.2	-1.4	-9	-9	8	4	-7	-5	17
CCOc1ccc(NS(=O)(=O)c2ccc(SC)cc2)cc1	-1.5	-0.6	-1	8	8	10	73*	-9	-25
Cc1nnc(SCCn2c(Br)nc3c2c(=O)[nH]c(=O)n3C)s1	-0.8	-1.1	-3	15	7	0	-13	-4	4
Cn1c(SCC(=O)c2ccc3c(c2)OCO3)nnc1-c1ccccn1	-0.3	-0.9	-2	/	0	-20	-2	-8	-14
O=C(N1CCOCC1)N1CCN(S(=O)(=O)N2CCOCC2)CC1	-0.4	-0.3	-9	/	-4	-3	-13	6	-9
CN(C)S(=O)(=O)c1ccc(/C(O)=C2/C(=O)C(=O)N(CCN3CCCCC3)C2c2cccnc2)cc1 (centres undefined)	0.9	-1.5	-4	-12	3	3	-26	-14	-4
Cc1ccc(-c2cc(C(=O)NCc3cccnc3)no2)cc1	-0.4	-1.2	22	/	-4	-4	28	9	14
CCN(CC)S(=O)(=O)c1ccc2nc(COC(=O)c3n[nH]c4ccccc34)[nH]c2c1	0.4	0.0	-4	-32	-9	-30	0	16	5
COc1ccccc1NC(=O)CSc1nnc(Cn2c(=O)sc3ccccc32)n1C	-0.4	-0.7	5	7	-4	-10	-10	-4	30

Part of the list above in order of number of heavy atoms, lowest first.
SMILES	HTR1E agonist	S1P3 agonist	SF-1 act	S1P1 ag-PAM	HTR1E antagonist	5HT1a antag	tolC growth inh	AP ELISA ortho	RORA act
CCOc1ccc(NS(=O)(=O)c2ccc(SC)cc2)cc1	-1.5	-0.6	-1	8	8	10	73*	-9	-25
Cc1nnc(SCCn2c(Br)nc3c2c(=O)[nH]c(=O)n3C)s1	-0.8	-1.1	-3	15	7	0	-13	-4	4
O=C(N1CCOCC1)N1CCN(S(=O)(=O)N2CCOCC2)CC1	-0.4	-0.3	-9	/	-4	-3	-13	6	-9
Cn1c(SCC(=O)c2ccc3c(c2)OCO3)nnc1-c1ccccn1	-0.3	-0.9	-2	/	0	-20	-2	-8	-14
CN1CCc2c(C#N)c(N3CCCCC3)nc(NCc3ccccc3)c2C1	0.3	-0.6	2	-31	-10	/	7	/	-2
COc1ccccc1NC(=O)CSc1nnc(Cn2c(=O)sc3ccccc32)n1C	-0.4	-0.7	5	7	-4	-10	-10	-4	30
CC1(C)NC(=O)N(CC(O)COc2ccc(N3C(=O)c4ccccc4C3=O)cc2)C1=O (centres undefined)	-1.2	-1.4	-9	-9	8	4	-7	-5	17
O=C(COc1ccc(-c2nnco2)cc1)N1CCN(S(=O)(=O)c2ccc3ccccc3c2)CC1	1.1	-0.3	2	22	-4	7	12	-13	9
CN(C)S(=O)(=O)c1ccc(/C(O)=C2/C(=O)C(=O)N(CCN3CCCCC3)C2c2cccnc2)cc1 (centres undefined)	0.9	-1.5	-4	-12	3	3	-26	-14	-4

Compounds were not picked by outcome. About 7.1% of those tested had a hit in this group.
